FXIIa inh 1536 = blocks human coagulation factor XIIa protease activity | inhibition, % at 5 µM | 220,000 compounds, 0.3% hits | AID 800 | purified FXIIa, Boc-QGR-AMC fluorogenic substrate, 2 h; in the data active = inhibition above about 40%;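 note: 0% = enzyme with no compound and 100% = blank without enzyme; many of its hits are not listed in these tables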
Target sequence (P00748 20-372 limits assumed): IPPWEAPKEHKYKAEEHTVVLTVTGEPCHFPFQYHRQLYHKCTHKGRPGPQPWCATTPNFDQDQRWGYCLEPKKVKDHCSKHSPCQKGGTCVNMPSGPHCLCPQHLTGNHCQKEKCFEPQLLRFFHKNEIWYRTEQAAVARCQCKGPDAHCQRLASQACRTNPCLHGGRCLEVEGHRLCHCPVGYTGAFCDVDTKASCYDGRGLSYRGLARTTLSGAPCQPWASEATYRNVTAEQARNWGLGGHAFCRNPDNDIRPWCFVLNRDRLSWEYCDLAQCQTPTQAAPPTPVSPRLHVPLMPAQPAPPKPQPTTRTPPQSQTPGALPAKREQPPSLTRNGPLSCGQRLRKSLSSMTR
Target sequence (P00748 373-615 limits assumed): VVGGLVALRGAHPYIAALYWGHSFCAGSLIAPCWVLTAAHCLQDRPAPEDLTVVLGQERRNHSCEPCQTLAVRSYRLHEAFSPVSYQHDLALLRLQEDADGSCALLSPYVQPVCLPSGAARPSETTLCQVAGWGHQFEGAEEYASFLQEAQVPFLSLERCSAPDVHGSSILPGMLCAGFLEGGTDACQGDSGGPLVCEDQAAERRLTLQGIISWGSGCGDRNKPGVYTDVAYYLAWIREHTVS
TNF death inh = blocks TNF-alpha induced death of Jurkat FADD-/- cells; Jurkat FADD-/- TNF necroptosis rescue, ATP luminescence, 24 h; 0 = TNF only, 100 = no-TNF cells; 220,000 compounds, 0.068% hits; activation (protection from cell death), % at 10 µM;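 active = activation, meaning protection from cell death, of at least 50% relative to plate controls; inactive = activation below 50%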;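 note: necroptosis triggered by 40 ng/mL TNF-alpha added together with compound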
L929 necroptosis = L929 zVAD cell death inhibition; L929 zVAD necroptosis rescue, ATP luminescence, 24 h; with zVAD 60 µM; viability rescue, % at 10 µM; 220,000 compounds, 0.38% hits; AID 1377;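 active = activation, scaled between plate controls, above about 75%, limit read from the data; inactive = activation under that limit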;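 note: 0% = zVAD with DMSO and 100% = DMSO alone without zVAD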
CHOP inhibitor = blocks CHOP induction under ER stress | AID 2732 | inhibition, % at 10 µM | 220,000 compounds, 3.8% hits | CHO-K1 CHOP-promoter luciferase, tunicamycin-induced, 15-18 h;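 active = compounds that reduced the stress-induced luciferase reporter signal by more than about 70% of percent inhibition, limit read from the data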;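 note: 0% = tunicamycin plus vehicle and 100% = wells without tunicamycin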
Wee1 degr inh = human Wee1 degradation inhibition, primary screen | P30291 | HeLa Luc-Wee1K328M stability, luciferase luminescence; 100% = proteasome inhibitor MG132 effect | reporter increase, % at 5 µM | 220,000 compounds, 1.2% hits;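 active = activation above the mean of all tested compounds plus 3 SD, set per screening run, cut at about 8.8% in these data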;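 note: cells exposed to compound for 20 h before luminescence read; 0% = DMSO alone and 100% = MG132 at 30 µM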
PPC-1+TRAIL kill = kills PPC-1 cancer cells in the presence of TRAIL | PPC-1 cells + TRAIL, ATPLite viability luminescence | cell killing (% activity), % at 4 µM | 220,000 compounds, 0.41% hits | AID 1443;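 active = cell killing above 50% in the first pass at 4 µM, then a duplicate retest at 5 µM averaging 50% or more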;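 note: plate controls were cells with TRAIL plus DMSO for no effect and medium-only wells lacking cells for full effect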
Tb hexokinase = blocks Trypanosoma brucei hexokinase 1 activity | recombinant TbHK1, G6PDH-coupled NADH A340 | inhibition, % at 10 µM | 220,000 compounds, 0.11% hits | AID 1430;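 active = inhibition of 50% or more in the single-dose primary screen; inactive = inhibition below 50%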
FXIa inh = factor XIa (human) inhibition | 220,000 compounds, 0.14% hits | purified FXIa, Boc-Glu-Ala-Arg-AMC fluorogenic substrate | inhibition, % at 5 µM | P03951;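 active = inhibition of at least 40%; inactive = inhibition below 40%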;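 note: fluorescence of freed AMC excited at 355 nm; 0% = enzyme without compound and 100% = no enzyme blank; many of its hits are not listed in these tables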
EP2 antag = blocks the human prostaglandin E2 receptor EP2 | P43116 | C6 glioma cells expressing human EP2, cAMP TR-FRET; cells stimulated with saturating PGE2 | inhibition, % at 25 µM | 260,000 compounds, 0.52% hits;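 active = percent inhibition above 40 after rounding to a whole number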;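 note: rat C6 glioma host cells with rolipram phosphodiesterase inhibitor present; the protocol text gives 20 µM as final concentration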
Target sequence (P43116 whole entry, looked up): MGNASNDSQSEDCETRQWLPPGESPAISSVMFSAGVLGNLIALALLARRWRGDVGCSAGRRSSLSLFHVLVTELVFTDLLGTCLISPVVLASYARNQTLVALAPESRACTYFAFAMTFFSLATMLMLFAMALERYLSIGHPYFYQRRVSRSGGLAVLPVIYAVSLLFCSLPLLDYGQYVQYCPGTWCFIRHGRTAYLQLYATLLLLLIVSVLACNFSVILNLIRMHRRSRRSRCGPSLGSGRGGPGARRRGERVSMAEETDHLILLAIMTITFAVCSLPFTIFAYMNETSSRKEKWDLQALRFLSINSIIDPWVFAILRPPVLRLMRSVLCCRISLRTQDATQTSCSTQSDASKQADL
An asterisk follows results filed as active; x = not tested or not shown; & = joins results of further samples; [ ] = another dose, or the depositor's remark. The list is partial (hit frequency here may not be typical).

SMILES | FXIIa inh 1536 | TNF death inh | L929 necroptosis | CHOP inhibitor | Wee1 degr inh | PPC-1+TRAIL kill | Tb hexokinase | FXIa inh | EP2 antag
COC(=O)C(=C/C(C)=C/c1cccs1)C(=O)OC | 3 | 2.6 | 43 | -196 | 2 | 6 | -26 | -2 | 16&1
CC1(C)CC(=O)C(C=NCCC2=CCCCC2)=C(O)C1 | 1 | 5.3 | 0.0 | 18 | 1 | -1 | 5 | -7 | 7
O=C(COc1ccc(Br)cc1)N1CCN(c2ccccc2)CC1 | 11 | 0.3 | -1.2 | 46 | 1 | 18 | 2 | 0 | 11
O=C(COC(=O)CCSc1ccc(Cl)cc1)Nc1ccc(F)cc1 | 23 | 2.3 | 0.4 | 58 | 2 | 9 | -1 | 19 | 4
Cc1cccc(N(CC(=O)NCCSCc2ccccc2)S(C)(=O)=O)c1 | 10 | -0.8 | -2.5 | 6 | -1 | 17 | 5 | 11 | 8
CCOC(=O)c1ccc(NC(=O)COc2ccc(-n3cnnn3)cc2)cc1 | 11 | 0.9 | 0.5 | -16 | -2 | 10 | 3 | 1 | 15
O=C(Cc1ccc([N+](=O)[O-])cc1)Nc1nccs1 | 5 | 5.6 | 1.2 | -17 | -4 | 20 | -8 | 0 | 0
Cc1ccc(/C=c2\sc3n(c2=O)CN(c2ccc(Br)cc2)CN=3)o1 | 21 | 0.4 | 0.4 | 17 | 0 | 8 | -19 | 10 | 31
CCCn1nnc(NC(=O)c2ccc([N+](=O)[O-])cc2Cl)n1 | 9 | 0.7 | -0.5 | -12 | 0 | 17 | -8 | 1 | 5
CC1(C)CC(=O)C2=C(C1)Nc1ccccc1NC2c1ccccn1 (stereo not given) | -2 | 0.0 | 1.7 | 15 | 3 | 16 | -59 | -3 | 16
CCCN(CC1CC1)C(=S)NC(=O)C1CC1 | 6 | -0.7 | -1.2 | 2 | -2 | -12 | -1 | -2 | 1
Nc1nonc1-c1nc2ccccc2n1CC(=O)N1CCN(c2ccc(F)cc2)CC1 | 2 | 0.7 | -0.3 | 38 | 3 | 4 | 0 | 5 | 5
CCCC(=O)NC(=S)Nc1nc(-c2ccc(OC)cc2)cs1 | 2 | -5.2 | 1.9 | 20 | 0 | -4 | -8 | -2 | 8
Cc1nc(C)c(C(=O)NNS(=O)(=O)c2ccc3ccccc3c2)s1 | 9 | 0.1 | 0.3 | 42 | -1 | 2 | -1 | 4 | 13
Clc1cc(Cl)cc(CSc2nnc(-c3sccc3-n3cccc3)o2)c1 | 2 | 1.4 | 0.0 | 24 | -2 | 1 | 6 | 6 | 9
CCCn1c(=N)c(C#N)cc2c(=O)n3ccccc3nc21 | -18 | -0.9 | x | -2 | -1 | 0 | -12 | -5 | 11
Cc1noc(/C=C/N(C)C)c1S(=O)(=O)N1CCCC(C(=O)NCc2ccc(F)cc2)C1 (stereo not given) | 29 | 0.9 | 0.7 | -12 | 1 | -1 | -42 | 23 | x
Cn1c(=O)c2c(nc(N3CCCCCC3)n2CC(=O)c2ccc(Br)cc2)n(C)c1=O | 10 | 0.1 | -0.4 | -13 | -2 | 5 | 0 | 1 | 11
Cc1cc2cc3c(cc2nc1SCC(=O)O)CCC3 | 11 | 0.6 | 0.3 | 11 | 2 | 23 | -16 | 2 | 11
CC(C)c1cccc(C(C)C)c1NC(=O)COc1nncc2ccccc12 | 18 | 1.4 | 0.3 | 19 | 9 | 15 | -7 | 7 | 5
Cc1ccc2cc(/C=N/NC(=O)CN3CCOCC3)c(Cl)nc2c1 | 0 | -3.5 | 0.0 | 14 | 1 | -6 | -29 | -8 | 11
Clc1ccc(Cl)c(-c2ccc(/C=N/c3ncn[nH]3)o2)c1 | 16 | -0.9 | 0.3 | 25 | 4 | 4 | -16 | 11 | 30
CC(C)NS(=O)(=O)c1ccc(NC(=O)C2CCCCC2)cc1 | 0 | 1.0 | 1.8 | 18 | -3 | 10 | -3 | -3 | 9
CCSCCc1nnc(NC(=O)Nc2cccc(C(F)(F)F)c2)s1 | 8 | -7.0 | 56 | 96* | -1 | 42 | -2 | 0 | 7
CCOc1cccc(C(=O)NC(=S)Nc2cccc(NC(=O)c3ccccc3Cl)c2)c1 | 3 | 2.4 | 70 | 20 | 0 | 4 | -14 | 3 | 3
Cc1nnc2ccc(N3CCN(c4ccccn4)CC3)nn12 | 4 | -0.5 | 0.5 | -8 | -2 | 24 | -5 | 5 | 10
Cc1ccc(C2=NN(C(=O)C3CCCO3)C(c3ccco3)C2)cc1 (stereo not given) | 7 | -4.7 | -0.2 | 39 | 0 | 2 | -6 | 2 | 8
Cn1c(=O)[nH]c(=O)c2c1nc(Br)n2Cc1ccccc1F | x | -3.4 | -1.4 | x | 0 | 2 | 6 | x | 8
Cc1cccc(NC(=O)COc2ccc(/C=C\c3[nH]c(=O)[nH]c(=O)c3[N+](=O)[O-])cc2)c1 | 7 | 0.5 | 3.0 | 49 | -3 | 0 | -7 | 3 | 5
CCc1cc2cc(C)cc(C)c2nc1SCC(=O)Nc1cc(C)on1 | 8 | -0.3 | 6.8 | 25 | 11* | 2 | -2 | -3 | 11
CC(C)(C)C(=O)COC(=O)c1cc(-c2cccnc2)nc2ccccc12 | 5 | 0.6 | 0.6 | 5 | 0 | 5 | -9 | 2 | 1
CCOC(=O)c1cnc2nc(C(F)(F)F)[nH]n2c1=O | 1 | -1.0 | 0.2 | 2 | -2 | 24 | 0 | -18 | 5
Cc1c(Cl)cccc1NC(=O)CN1CCC(C(O)(c2ccccc2)c2ccccc2)CC1 | 14 | -4.2 | 1.4 | -3 | 1 | -12 | -2 | 2 | 7
Cc1nc2ccccc2n1CC(O)COC1CCCCC1 (stereo not given) | 20 | -0.8 | -0.8 | 2 | 3 | 20 | 0 | 9 | 8
Cn1nnnc1-c1cc(Cl)cc(Cl)c1 | 10 | -0.5 | 1.5 | 11 | 1 | 11 | -6 | -5 | 5
Cc1ccc(C)c(S(=O)(=O)N(C(=O)c2ccncc2)c2ccc(OC(=O)c3ccncc3)cc2)c1 | 2 | -6.7 | -1.0 | -1 | 3 | 3 | -12 | -2 | 10
CCOC(=O)N1CCN(CC(=O)N2CCC(C(N)=O)CC2)CC1 | 8 | -0.3 | 6.7 | -4 | -4 | 13 | 1 | -4 | 6
Cc1cc(C)c2cc(C)c3nnc(SCC(=O)NCc4ccc5c(c4)OCO5)n3c2c1 | 15 | -0.4 | 1.0 | -3 | -3 | 11 | -12 | 1 | 10
O=C(O)/C=C/c1ccc(-c2cccc(C(F)(F)F)c2)o1 | 10 | -0.3 | -0.2 | 19 | 5 | 3 | -31 | 4 | 4
CC(=O)Nc1ccc(S(=O)(=O)N2CCC(NC(=O)C(Cc3cccn3C)NC(C)=O)CC2)cc1 (stereo not given) | 22 | -2.4 | -0.1 | 13 | -2 | 1 | 3 | 10 | 8
O=C(CCN1CCN(Cc2ccccc2)CC1)Nc1ccc(OCc2ccccc2)cc1 | 12 | -1.4 | 0.7 | 70* | 5 | -11 | -7 | -1 | 3
CCN(CC)S(=O)(=O)c1ccc(N2CCOCC2)c(NS(=O)(=O)c2ccc(C(C)C)cc2)c1 | 4 | 0.8 | 0.3 | 17 | 4 | 16 | 28 | -4 | 2
Cc1cc(NC(=O)CSc2ccc3nnc(-c4ccc(F)cc4)n3n2)no1 | 9 | -1.1 | -0.1 | -9 | -4 | 10 | -1 | -6 | 11
CC1CCC(C(C)C)C(OC(=O)COC(=O)c2cc(O)ccc2N)C1 (stereo not given) | -10 | 2.6 | -0.1 | 105* | -2 | 7 | 3 | -11 | 18
Cc1ccc(C(O)(C(=O)NNc2ccc3ccccc3n2)c2ccc(C)cc2)cc1 | 2&12 | -0.7&3.7 | 3.4&2.6 | 42&20 | -2&-1 | 3&-2 | 0&23 | -17&9 | 17&6
NC(=O)COC(=O)c1cc(-c2cccs2)nn1-c1ccccc1 | 6 | 1.6 | 1.4 | 16 | -2 | 14 | 6 | -1 | 5
Cc1ccc(-c2cc(C(=O)N3CCN(c4ccc(F)cc4)CC3)c3ccccc3n2)o1 | 12 | -7.9 | -0.2 | -13 | -5 | 33[5 µM] | -14 | 3 | 12
CCOC(=O)Cn1nnc(-c2cc(OC)c(OC)c(OC)c2)n1 | 8 | -0.7 | 2.4 | 8 | 0 | 4 | 14 | 1 | 7
N#Cc1c2c(c(N3CCN(c4ccccn4)CC3)n3c1nc1ccccc13)CCC2 | x | -0.9 | -0.8 | x | 4 | 13 | -1 | x | x
N=C1SC(CC(=O)Nc2ccc([N+](=O)[O-])cc2)C(=O)N1c1ccccc1 (stereo not given) | 6 | -2.6 | 0.4 | 14 | 3 | 2 | -5 | 2 | 9
O=C(Oc1cccc(/C=N/Nc2nc(N3CCOCC3)nc(N3CCOCC3)n2)c1)c1ccco1 | 10 | -5.6 | 8.6 | -21 | -2 | 16 | 2 | 8 | 8
CCOC(=O)Nc1ccc(C)cc1C | 5 | -0.4 | 0.5 | 11 | -1 | 19 | 5 | 0 | 11
CCOC(=O)N1c2ccccc2Sc2ccccc21 | 8 | -0.3 | 0.0 | 16 | -2 | -6 | 2 | 17 | 15
Cc1cccc(Nc2nc(N)nc(CC(=O)CSc3ccc(Cl)cc3)n2)c1 | 5 | -0.1 | -0.5 | 0 | -3 | -2 | -11 | 4 | 9
Oc1ccccc1/C=N/[n+]1ccccc1 | 6 | 0.7 | -0.3 | -3 | 2 | 2 | -14 | 3 | 5
Cc1cc(NC(=O)c2ccc3c(c2)OCO3)no1 | 16 | -1.4 | -0.1 | -22 | -2 | 19 | -4 | 4 | 12
COC(=O)c1[nH]c2cc(C)ccc2c1NC(=O)CN1CCCc2ccccc21 | 28 | -8.1 | 0.6 | 32 | 6 | -17 | -12 | 18 | 14
CCOC(=O)C1CN(c2cc3c(cc2F)c(=O)c(C(=O)O)cn3CC)OC1C(=O)OCC (stereo not given) | 25 | -1.7 | 0.2 | -32 | 2 | 6 | -12 | 18 | 11
Cc1sc2ncnc(SCC(=O)N3CCCC3)c2c1C | 7 | -0.7 | -0.3 | 23 | 0 | 5 | -3 | -15 | 10
O=C(c1cccc(C(F)(F)F)c1)C1CCCN(C(=O)CCCN2CCCC2=O)C1 (stereo not given) | 8 | 0.9 | -0.2 | 0 | -1 | 1 | -5 | -1 | 5

Whole records, quoted from the list. Order of values: FXIIa inh 1536	TNF death inh	L929 necroptosis	CHOP inhibitor	Wee1 degr inh	PPC-1+TRAIL kill	Tb hexokinase	FXIa inh	EP2 antag
`N=C1SC(CC(=O)Nc2ccc([N+](=O)[O-])cc2)C(=O)N1c1ccccc1` (stereo not given) across the screens: 6	-2.6	0.4	14	3	2	-5	2	9
`CCOC(=O)Nc1ccc(C)cc1C` across the screens: 5	-0.4	0.5	11	-1	19	5	0	11

Next part.
SMILES | FXIIa inh 1536 | TNF death inh | L929 necroptosis | CHOP inhibitor | Wee1 degr inh | PPC-1+TRAIL kill | Tb hexokinase | FXIa inh | EP2 antag
CCc1ccc2c(c1)CCCN2C(=O)c1ccccc1C(=O)O | 12 | 0.0 | 0.2 | 0 | -1 | 20 | 5 | 2 | 0
CCN1CCCC1CNC(=O)CSc1cc(=O)n(C)c2cc(Cl)ccc12 (stereo not given) | 12 | -0.5 | 1.1 | 24 | 7 | 2 | -24 | 6 | 13
CN(Cc1nccn1C)C(=O)CC1C(=O)NCCN1Cc1ccccc1C(F)(F)F (stereo not given) | 12 | -1.4 | -0.8 | 1 | -2 | 40 | -5 | 7 | 4
CN(C)/C=C/c1onc(-c2c(Cl)cccc2Cl)c1C#N | 14 | -0.7 | -0.4 | 13 | -2 | 5 | -4 | 11 | 0
Cc1ccc(NC(=O)CNc2cccc(C)c2C)c(C)c1 | 9 | -1.8 | -0.8 | 17 | 0 | 11 | -2 | 7 | x

Compound activity as filed in PubChem.
